Compound activity from PubChem BioAssay.
EPAC2 antag: blocks human EPAC2 exchange factor; Q8WZA2; EPAC2 GEF exchange of Rap1B-BODIPY-GDP, fluorescence; Potency, µM (top dose mostly 114 µM), for the others: at the highest dose activity, negative = inhibition, hits mostly inhibitors; actives 0.18% (n = 360,000); AID 720708; note: potency is the fitted concentration of half-maximal effect; % is set by controls: 0 for no effect and ±100 for the full control effect; nearly all actives have a fitted effect of over 45% in size; many of its hits are not listed in these tables
EPAC2 agonist: agonists of human EPAC2 (RAPGEF4). Potency, µM (doses to about 154 µM), without a hit: top-dose activation, actives largely listed as activators. AID 720711. EPAC2 activation, biochemical qHTS; response scale: 100% = 6.5 mM cAMP response. Q8WZA2. actives 0.079% (n = 360,000); note: potency is the fitted concentration of half-maximal effect; nearly all actives have a fitted effect of over 50% in size
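Compounds were added across a concentration range to EPAC2 (100 nM), RAP1B-BODIPY-GDP (250 nM) and GDP (50 uM). After 5 min at room temperature, fluorescence was recorded at 5-min intervals for 30 min.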
DRD3 antagonist: antagonists of human D3 dopamine receptor; P35462; actives 2.5% (n = 360,000); D3R cells, DiscoveRx beta-arrestin luminescence, antagonist mode; hits give low values; AID 652054; max response, negative = inhibition, %; in the data active = max response below about -50%; inconclusive = no clear call, values can overlap the other calls; note: % is set by controls: 0 for no effect and ±100 for the full control effect; mostly tested at two doses, the higher about 12 µM
Target sequence (P35462 whole entry, looked up): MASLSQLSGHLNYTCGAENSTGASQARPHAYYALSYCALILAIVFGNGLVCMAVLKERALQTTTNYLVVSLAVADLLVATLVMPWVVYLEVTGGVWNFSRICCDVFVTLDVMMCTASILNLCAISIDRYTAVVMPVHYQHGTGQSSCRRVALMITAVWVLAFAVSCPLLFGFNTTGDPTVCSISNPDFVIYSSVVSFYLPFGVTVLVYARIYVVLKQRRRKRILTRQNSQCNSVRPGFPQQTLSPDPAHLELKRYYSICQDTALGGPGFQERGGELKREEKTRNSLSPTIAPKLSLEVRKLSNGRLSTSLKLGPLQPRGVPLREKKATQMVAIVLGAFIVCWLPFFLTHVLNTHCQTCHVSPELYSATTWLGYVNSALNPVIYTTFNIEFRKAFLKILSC
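Cells plated overnight at 1500 cells/well, then exposed to library compounds with dopamine controls for 90 minutes at 37 degrees C. DiscoveRx reagent added for 30–60 minutes at room temperature; luminescence read, quantitative HTS format.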
FUS suppressor: rescues growth of FUS-expressing yeast. AID 1347120. actives 0.24% (n = 390,000). Potency, µM (top dose mostly 76.6 µM), for inactives: at the top dose growth rescue (activation), hits mostly activators. S. cerevisiae FUS-expressing, growth rescue, OD600, 24 h;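 note: potency is the fitted concentration of half-maximal effect; plate controls were DMSO vehicle for no effect and reference control for full effect; nearly all actives have a fitted effect of over 55% in size; some results filed as inactive show a strong effect at the top dose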
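Cultures pregrown in 2.5% raffinose medium are shifted to minimal medium containing 2% galactose to express toxic FUS. Compounds are tested at several concentrations. After 24hr at 30C, growth is quantified at 600 nm absorbance.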
Abeta yeast res: restores growth of yeast expressing A-beta42 peptide | yeast expressing A-beta42, growth rescue, OD600, 48 h; response scale: 0% DMSO, 100% iron-clioquinol control | Potency, µM (titrated, usually from 46.1 µM), for the others: at the top dose growth rescue, usual class: activators | actives 0.063% (n = 410,000) | AID 1347071; note: potency is the fitted concentration of half-maximal effect; nearly all actives have a fitted effect of over 55% in size
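Growth rescue measured by 600 nm absorbance after 48 h yeast culture at 30 C with compound. Values normalized between DMSO and an equimolar ferric chloride plus clioquinol control.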
DRD3 agonist: agonists of human D3 dopamine receptor; P35462; D3R DiscoveRx beta-arrestin cells, luminescence, 90 min; max activation, %; actives 0.58% (n = 410,000); AID 652048; in the data active = max activation above about 30%; note: 0% is about no effect; mostly tested at two doses, the higher about 12 µM
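Cells at 1500/well, incubated overnight, then treated with pinned compounds (dopamine as control) for 90 min at 37 degrees C. DiscoveRx reagent added for 30 - 60 minutes at room temperature; luminescence read.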
TDP43 rescue: inhibitors of TDP-43 toxicity in yeast; TDP-43 expressing yeast growth rescue, BacTiter-Glo, 24 h; AID 652104; actives 1.8% (n = 410,000); Potency, µM (series often up to 46.1 µM), inactives show top-dose growth rescue (activation), most hits filed as activators; note: potency is the fitted concentration of half-maximal effect; % of control where 0% means no effect; nearly all actives have a fitted effect of over 50% in size
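Readout is BacTiter-Glo luminescence of cell growth, so inhibitors register as activators. TDP-43-expressing yeast at OD600=0.02 in galactose medium, after raffinose pregrowth to mid-log, were incubated with compound for 24 hr at 30 deg C.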
aSyn rescue: alpha-synuclein toxicity inhibition in yeast; Yeast expressing alpha-synuclein, growth rescue, BacTiter-Glo, 24 h; Potency, µM (doses to about 46.1 µM), inactives show at the highest dose growth rescue (activation), actives largely listed as activators; actives 0.14% (n = 370,000); note: potency is the fitted concentration of half-maximal effect; % of control where 0% means no effect; nearly all actives have a fitted effect of over 65% in size
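Galactose-induced alpha-syn yeast (OD600=0.02, raffinose-pregrown) + pinned cpd, 24 hr, 30 deg C; growth by BacTiter-Glo luminescence. Growth restoration scores as activation.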
The depositor's hits bear a star; u = inconclusive; x = not tested or not shown; & = joins results of further samples; [ ] = dose if it differs, or a comment. Unless noted, calls come from the whole dose curve; as a rule, active = well fitted curve in the direction sought with a large enough effect; inconclusive = small, poorly fitted or top-dose-only effect, or another doubt; inactive = no such curve, though single readings can be large; an effect the other way counts as inactive or inconclusive. This is a subset (hit frequency here may not be typical).

Structure	EPAC2 antag	EPAC2 agonist	DRD3 antagonist	FUS suppressor	Abeta yeast res	DRD3 agonist	TDP43 rescue	aSyn rescue
CCOC(=O)C(=CNc1ccc(C(O)(C(=O)OCC)C(F)(F)F)cc1C)C(=O)OCC (stereo not given)	-11%	0%	49	x	u	10	12%	1%
COC(=O)C1=C(c2ccc(OCc3ccccc3)cc2)C[C@@H]2CC[C@H]1N2C(=O)NCc1ccc(F)cc1	-3%	12%	-27	8%	-5%	-13	12%	-5%
COc1ccc([N+](=O)[O-])cc1N=Cc1c(O)n(CCc2ccccc2)c(=O)n(C(C)C)c1=O	1%	10%	9	24%	-7%	6	-7%	0%
CS(=O)(=O)NCc1nnc2n1-c1ccc(Cl)cc1C(c1ccccc1)=NC2	-5%	11%	9	5%	-4%	5	-11%	2%
Cc1ccc2nc(NC(=O)c3cccn(Cc4ccc(Cl)cc4)c3=O)sc2c1	x	x	x	-14%	0%	2	24%	u
CC1CN(C)C(C)(C)CC1(O)c1ccccc1 (stereo not given)	5%	7%	11	-10%	2%	-5	-14%	2%
COc1ccc(-n2c(C)nc3cc(C(=O)N4CCC5(CC4)OCCO5)ccc32)cc1	-6%	7%	0	-14%	4%	-7	-1%	2%
CC(=O)NC(Cc1ccc(N(CCCl)CCCl)cc1)C(=O)NC(C(=O)O)C(C)C (stereo not given)	0%	4%	4	10%	-11%	5	-2%	0%
Brc1ccc2c(c1)-n1nncc1CN(CC1CCCCC1)C2	-1%	15%	u	-23%	-10%	-11	18%	4%
O=C(Cc1cccs1)N1Cc2ccccc2-n2nncc2C1	-9%	-10%	12	1%	10%	3	0%	-1%
COP(=O)(NC(=O)C(Cl)(Cl)Cl)OC	11%	12%	-11	-6%	0%	4	-5%	-1%
Cc1cccc(N2C(=O)/C(=C/c3ccc(N4CCN(C)CC4)o3)C(=O)NC2=S)c1C	-6%	22%	-23	x	-14%	-10	-3%	-9%
CCOC(=O)C1SC2(C(F)F)CC1(O)c1c(c(OC)c3occc3c1OC)O2 (stereo not given)	-21%	10%	40	12%	11%	6	6%	7%
Cc1cccc(CN2CCN(CC(=O)N3CCC4(CC3)OCCO4)C2=O)c1	-4%	2%	13	-14%	11%	1	13%	-2%
Cc1nc2ccccc2c(=O)n1-c1cc([N+](=O)[O-])cc([N+](=O)[O-])c1	-10%	6%	19	13%	-2%	5	12%	0%
COc1ccc(C2=NCC(=O)N(CC(=O)NCc3ccco3)c3sc4c(c32)CCCC4)cc1OC	-2%	10%	8	11%	14%	12	-12%	0%
Cc1cc(/C=C2\C(=O)NC(=O)N(c3ccc(F)cc3)C2=O)c(C)n1-c1cccc(C(=O)O)c1	u	-5%	-1	28%	-7%	-2	-9%	2%
OCc1cnc[nH]1	-6%	4%	-25	-33%	-7%	-17	10%	-2%&-5%
O=C(NC(C(Cl)Cl)N1CCOCC1)c1ccccc1 (stereo not given)	-6%	6%	-3	3%	7%	-2	7%	-6%
O=C(CN1CCN(CCO)CC1)Nc1ccc(Cl)cc1C(=O)c1ccccc1	-4%	5%	5	12%	2%	-20	-16%	5%
CN1CCN2c3ccccc3CC3(C(=O)N(C)C(=O)N(C)C3=O)C2C1 (stereo not given)	0%	5%	-8	1%	14%	3	-10%	-2%
CCCCn1c(O)c(C(C)=Nc2c(C)n(C)n(-c3ccccc3)c2=O)c(=O)[nH]c1=O	-4%	6%	13	7%	-11%	-1	-8%	-4%
CCCCN=C[C@]12CCC(O)CC1(O)CCC1[C@@H]2CC[C@]2(C)[C@H](C3C=CC(=O)O3)CCC12O (stereo not given in full)	-5%	3%	3	26%	-9%	-7	-20%	-4%
Cc1ccc(Cn2cccc(C(=O)Nc3ccc4c(c3)OCCO4)c2=O)cc1	x	x	x	10%	-17%	2	-1%	x
O=c1[nH]c(CN2CCNCC2)nc2ccccc12	12%	3%	4	13%	-6%	-1	-4%	-9%
CCS(=O)(=O)NCc1nnc2n1-c1ccc(Br)cc1C(c1ccccc1Cl)=NC2	5%	7%	-14	27%	-8%	-2	-1%	0%
COc1ccccc1-n1c(/C=C/c2ccccc2)nc2ccccc2c1=O	x	x	x	-11%	2%	-9	16%	x
COP(=O)(OC)C1(O)C(=O)Nc2ccc(Br)cc21 (stereo not given)	-1%	-3%	6	40%	-5%	-5	-5%	6%
O=C1CC(c2cccnc2)=NN1c1ccc(Cl)cc1Cl	-9%	5%	4	16%	-31%[inhibitor]	-7	-13%	0%
CCCCCCC(=O)N/N=C/c1c(O)n(C(C)CC)c(=S)[nH]c1=O (stereo not given)	10%	-8%	u	13%	-6%	-21	21%	2%
COc1ccc(OC(=O)N(C)C[C@@H]2OCc3cnnn3CCCC(=O)N([C@H](C)CO)C[C@H]2C)cc1	5%	0%	2	-7%	0%	-3	0%	0%
CC1(C)CN=C(NCc2ccccc2)S1	-7%	9%	9	-17%	5%	0	u	-14%
COc1cccc(C2(C#N)CCN(C)CC2)c1	3%	6%	-3	-6%	-30%[inhibitor]	2	1%	-2%
CCN1C[C@]2(COC)CC[C@H](OC)[C@@]34C5C[C@H]6C(=O)C5[C@](O)(C[C@H]6OC)[C@@](O)(C(OC)C23)[C@@H]14 (stereo not given in full)	-9%	10%	-16	-8%	-13%	-10	-3%	-1%
C=CCn1c(O)c(C(CC)=Nc2ccc(C(=O)O)cc2)c(=O)[nH]c1=O	-4%	4%	11	9%	7%	-1	-26%	9%
COc1cc(OC)c(OC)cc1C=O	-2%	11%	11	-33%	-6%	2&-22	5%	-3%
CC(Cc1ccccc1)N(C)CC1C(=O)C2CCC1C2 (stereo not given)	8%	10%	-18	x	13%	-26	-15%	10%
Clc1ccccc1CNC1CN2CCC1CC2 (stereo not given)	7%	2%	4	x	2%	4	24%	-10%
c1ccc(N2[C@@H]3CC[C@H]2c2ccncc2C3)cc1	-11%	0%	11	-11%	-4%	3	14%	u
COc1cccc(N=Nc2c(O)[nH]c(=S)[nH]c2=O)c1	-8%	6%	-30	-17%	8%	-8	14%	1%
CN(C)C(=O)On1c(-c2ccccc2)nc2ccc(Cl)cc21	-8%	3%	0	12%	-24%	-9	-10%	-12%
Cc1cccc(-n2c(-c3ccco3)nc3ccccc3c2=O)c1C	-2%	0%	-1	3%	-16%	5	-4%[0.397 µM]	1%
COC(=O)C1=C(c2cc3ccccc3s2)C[C@@H]2CC[C@H]1N2C(=O)NCCO	-25%	5%	-14	-3%	1%	-12	12%	-1%
C/C(=N\N1CCCCCC1)c1c(O)n(-c2ccc(Cl)cc2)c(=O)[nH]c1=O	2%	2%	-16	11%	-15%	-1	-11%	-7%
CN1CCC2(CC1)C(C#N)=C(N)NC(S)=C2C#N	29%&15%	5%&9%	6&-12	-10%&33%	-4%&-9%	2&3	7%&-9%	1%&-8%
O=C(Cn1cnc2ccccc2c1=O)NCC(=O)N1CCC2(CC1)OCCO2	2%	-7%	25	-11%	7%	-5	10%	2%
O=C1NC(=O)N(c2ccc3c(c2)OCO3)C(=O)/C1=C/c1ccsc1	-1%	16%	-10	5%	-10%	5	-6%	-11%
C[C@]12CCC3C(C(=O)C[C@H]4C[C@@H](O)CC[C@]34C)C1CCC2=O (stereo not given in full)	-6%	7%	15	-10%	5%	3	8%	8%
COC(=O)N(c1ccc(OC)cc1)P1(=S)OCCC(C)O1 (stereo not given)	-1%	13%[15.6 µM]	44	-8%	15%	-6	2%	-35%[inhibitor]
COC1=CC(=O)OC(CCc2ccc3c(c2)OCO3)C1 (stereo not given)	4%	7%	-22	6%	-9%	13	26%	-2%

Next part:
Structure	EPAC2 antag	EPAC2 agonist	DRD3 antagonist	FUS suppressor	Abeta yeast res	DRD3 agonist	TDP43 rescue	aSyn rescue
O=c1c2ccccc2nc(Cc2ccccc2)n1-c1cccc(O)c1	0%	8%	10	11%	7%	0	-24%	-2%
CCOC(=O)[C@]12Cc3c(cc(OC)c(OC)c3OC)[C@H]1N(Cc1ccccc1)C(=O)c1ccccc12	-18%	11%	25	u	-17%	6	-8%	0%
Cc1ccccc1OP(=O)(Oc1ccccc1C)N1CCOCC1	-30%	1%	9	-3%	12%	7	22%	5%
CCN1CC2C3CCC(C)(O3)C2C1 (stereo not given)	1%	11%	-7	5%	-2%	-9	-24%	-2%
CSc1ncc(CN2CCCC(C(=O)c3sccc3C)C2)cn1 (stereo not given)	-2%	8%	-25	11%	-9%	-19	-19%	0%
COc1ccc(CNCCc2ccc3c(c2)OCO3)c(OC)c1OC	3%	11%	-15	-19%	-1%	-10	0%	-8%
CCN(CC)CCN/N=C(\C)c1c(O)[nH]c(=O)[nH]c1=O	0%	9%	7	-8%	-6%	0	3%	-6%
O=C(NCc1cccnc1)Nc1ccc([N+](=O)[O-])cc1	15%	9%	-28	1%	2%	-9	-3%	-2%
CCOc1ccc(-n2c(/C=C/c3ccccc3)nc3ccccc3c2=O)cc1	x	x	x	13%	-8%	-3	7%	x
CSCCC(c1nnnn1Cc1ccccc1)N1CCC2(CC1)C(=O)NCN2c1ccccc1 (stereo not given)	2%	11%	14	25%	-8%	1	14%	0%
O=C(c1ccc2c(c1)OCO2)C1CCCN(CC2CCCCC2)C1 (stereo not given)	0%	3%	-83*	11%	-2%	-26	-3%[9.22 µM]	2%
CCC1(c2ccccc2)C(=O)N(COC)C(=O)N(COC)C1=O	-1%	10%	9	-34%	-17%	5&-15	0%	-7%
COCCNC(=O)c1c(N)n(Cc2ccco2)c2nc3ccccc3nc12	1%	-5%	4	21%	9%	-2	-14%	-11%
O=C1C(Cl)=CC(=Nc2ccc(O)cc2)C=C1Cl	-9%	8%	u	-1%	-8%	-1	-93%[inhibitor]	-52%[inhibitor]

Record cards, from the list above.
`O=C(c1ccc2c(c1)OCO2)C1CCCN(CC2CCCCC2)C1` (stereo not given) reads EPAC2 antag = 0%; EPAC2 agonist = 3%; DRD3 antagonist = -83*; FUS suppressor = 11%; Abeta yeast res = -2%; DRD3 agonist = -26; TDP43 rescue = -3%[9.22 µM]; aSyn rescue = 2%
`COc1ccc(CNCCc2ccc3c(c2)OCO3)c(OC)c1OC` reads EPAC2 antag = 3%; EPAC2 agonist = 11%; DRD3 antagonist = -15; FUS suppressor = -19%; Abeta yeast res = -1%; DRD3 agonist = -10; TDP43 rescue = 0%; aSyn rescue = -8%
